# Assay outcomes as filed in PubChem BioAssay.
# PTAP-TSG101 blk: inhibitors of HIV-1 PTAP binding to human TSG101, validation | Q99816 | 44,000 tested, under 10 active | Potency, µM (highest dose often 115 µM), inactives show at the top dose activity change, negative = inhibition, most hits filed as inhibitors | Fluorescence polarization, FITC-PTAP peptide/Tsg101, 20 min; also: potency is read from the fitted curve at half-maximal effect; 0% is about no effect
# Target sequence (Q99816 whole entry, looked up): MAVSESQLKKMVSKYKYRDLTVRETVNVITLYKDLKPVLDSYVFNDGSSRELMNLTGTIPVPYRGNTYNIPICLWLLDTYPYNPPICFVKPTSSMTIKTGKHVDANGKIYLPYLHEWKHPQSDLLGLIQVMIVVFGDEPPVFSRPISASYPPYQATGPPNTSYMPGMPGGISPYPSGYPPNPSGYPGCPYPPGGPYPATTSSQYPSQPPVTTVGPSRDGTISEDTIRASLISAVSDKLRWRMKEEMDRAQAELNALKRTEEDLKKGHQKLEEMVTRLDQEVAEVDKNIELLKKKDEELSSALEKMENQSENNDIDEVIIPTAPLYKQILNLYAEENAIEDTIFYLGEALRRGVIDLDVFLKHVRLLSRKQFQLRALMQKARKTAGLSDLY
#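 Compounds pinned into 10 uM Tsg101 binding domain, then 50 nM FITC-PTAP peptide added in pH 7.5 HEPES buffer; FP read after 20 min, room temperature. Total S+P intensity flags fluorescent compounds; active cut-off <25 µM, efficacy <60%.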
# FH mod: Identification of activators of human fumarate hydratase by quantitative high-throughput screening | FH coupled MDH/diaphorase resazurin fluorescence, 15 min | hit rate 0.22% among 54,000 | Potency, µM (highest dose often 79.9 µM), for inactives: at the top dose activity change, negative = inhibition, hits mostly inhibitors | AID 1347055, 2019 | Fumarate hydratase, mitochondrial (Homo sapiens), P07954; also: potency is read from the fitted curve at half-maximal effect; % is scaled to controls: 0 for no effect and ±100 for the full control effect; the screen sought activators but most active calls are inhibition curves; nearly all actives have a fitted effect of over 45% in size
# Target sequence (P07954 whole entry, looked up): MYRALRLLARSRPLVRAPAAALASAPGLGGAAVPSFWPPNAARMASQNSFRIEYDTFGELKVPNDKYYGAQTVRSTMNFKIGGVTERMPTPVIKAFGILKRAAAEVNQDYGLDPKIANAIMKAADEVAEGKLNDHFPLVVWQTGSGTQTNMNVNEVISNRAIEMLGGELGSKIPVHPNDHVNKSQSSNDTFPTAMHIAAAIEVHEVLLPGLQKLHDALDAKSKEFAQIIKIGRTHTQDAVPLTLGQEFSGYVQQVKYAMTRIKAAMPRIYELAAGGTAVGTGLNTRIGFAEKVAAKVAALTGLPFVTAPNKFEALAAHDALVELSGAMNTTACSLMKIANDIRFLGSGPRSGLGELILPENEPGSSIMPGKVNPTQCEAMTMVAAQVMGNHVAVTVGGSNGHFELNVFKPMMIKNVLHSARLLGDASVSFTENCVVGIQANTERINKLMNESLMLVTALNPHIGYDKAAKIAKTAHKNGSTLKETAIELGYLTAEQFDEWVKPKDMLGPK
# p53null 32C kill: p53 null cell cytotoxicity, permissive temperature. H1299-neo p53 null cells, ATP luminescence, 24 h, 32C. Potency, µM (top dose mostly 46.1 µM), inactives show top-dose activity change, negative = cytotoxicity, usual class: cytotoxic. hit rate 0.62% among 55,000. AID 903;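 also: potency is read from the fitted curve at half-maximal effect; 0% = DMSO only and -100% = full killing by 100 µM tamoxifen; nearly all actives have a fitted effect of over 55% in size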
#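 Overnight 37C seeding (600 cells/well) of H1299-neo preceded a 24 hr, 32C exposure to compounds up to 46 uM. ATP levels, read by luminescence after 20 min at RT, indicated surviving cells.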
# p53null 39C kill: kills p53 null cells at the nonpermissive temperature; H1299 p53-null (neo) cells, 39C, ATPlite viability, 24 h; Potency, µM (titrated, usually from 46.1 µM), without a hit: top-dose activity, negative = cell killing, hits mostly cytotoxic; hit rate 0.97% among 55,000; AID 904;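 also: potency is read from the fitted curve at half-maximal effect; 0% = DMSO only and -100% = full killing by 100 µM tamoxifen; nearly all actives have a fitted effect of over 50% in size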
#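 Concentration-response (up to 46 uM) was run for 24 h at the nonpermissive 39C on H1299-p53A138V or H1299-neo cells. ATP content was measured with ATPlite luminescence. AC50 values were Hill-modeled after normalizing between DMSO and 100 uM tamoxifen killing.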
# GALK inh: inhibits human galactokinase | P51570 | recombinant GALK, Kinase-Glo ATP luminescence, 1 h | Potency, µM (titrated, usually from 57.5 µM), for the others: top-dose activity, negative = inhibition, usual class: inhibitors | 44,000 tested, under 10 active | AID 1347072;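 also: plate controls were full GALK reaction for no effect and reaction lacking GALK for full effect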
#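 Compounds were pinned into ATP buffer, then GALK-galactose mix was added (final 5 nM enzyme, 35 uM ATP, 100 uM galactose, pH 8.0). After 1 h at room temperature, Kinase-Glo Plus was added and luminescence read.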
# B2AR arrestin ag: agonists recruiting beta-arrestin to human beta2-adrenergic receptor; HTLA Tango cells, beta-arrestin recruitment, luciferase luminescence, 18 h; Potency, µM (series often up to 46.1 µM), for the others: at the top dose activation, hits mostly activators; 44,000 tested, under 10 active;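 also: potency is read from the fitted curve at half-maximal effect; 0% = DMSO and full agonism = EC100 isoproterenol or metaproterenol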
#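 Ligand-induced beta-arrestin recruitment to recombinant beta2-AR is measured via a tTA-driven luciferase reporter in Tango cells after 18 hr compound exposure at 37 degrees C. Concentrations span up to 46 microM.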
# NTMT1 inh: blocks human N-terminal methyltransferase 1 activity; Q9BV86; NTMT1 MTase-Glo SAH luminescence, purified enzyme; Potency, µM (doses to about 114 µM), for inactives: top-dose activity change, negative = inhibition, hits mostly inhibitors; hit rate 2.5% among 59,000;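 also: potency is read from the fitted curve at half-maximal effect; plate controls were DMSO vehicle for no effect and no enzyme for full effect; nearly all actives have a fitted effect of over 65% in size; many of its hits are not listed in these tables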
# * = called active by the depositor; ? = inconclusive; . = no result given; [ ] = another dose, or the depositor's remark. Calls follow the shape of the dose curve; as a rule, active = well fitted curve in the direction sought with a large enough effect; inconclusive = small, poorly fitted or top-dose-only effect, or another doubt; inactive = no such curve, though single readings can be large; an effect the other way counts as inactive or inconclusive. Not all compounds are listed; count on the stated rates, not on these rows.
SMILES,PTAP-TSG101 blk,FH mod,p53null 32C kill,p53null 39C kill,GALK inh,B2AR arrestin ag,NTMT1 inh
CCC(=O)N1CCc2cc(S(=O)(=O)NCCC(=O)NC(C)c3ccccc3)ccc21 (stereo not drawn),-2%,0%,2%,-12%,8%,-1%,-22%
O=c1c2cc3c(cc2nc2sc(Nc4ccc(F)c(Cl)c4)nn12)OCO3,3%,-15%,-12%,25%,7%,1%,9%
CCCN(C(=O)CCn1cnc2onc(-c3ccc(F)cc3)c2c1=O)c1ccccc1C,-2%,-24%,34%[activator],15%,1%,-1%,14%
Cc1ccc2oc(=O)c3cc(C(=O)NCCCOC(C)C)sc3c2c1,1%,-7%,-3%,-18%,0%,1%,-3%
Cc1ccc(NC(=O)CCc2c(C)nn(-c3ccc(N4CCOCC4)nn3)c2C)c(C)c1,2%,-16%,-7%,?,1%,0%,-12%
CCOc1ccc(C2CC(=O)c3c([nH]c(C(=O)OC4CCCCCC4)c3C)C2)cc1 (stereo not drawn),-1%,7%,1%,-22%,1%,1%,10%
Nc1c(C(=O)Nc2ccccc2Cl)c2ccccn2c1C(=O)c1ccccc1,0%,35%,2%,8%,8%,-2%,-6%
COc1cc(Cl)c(C)cc1Nc1nc2ccccc2n2cnnc12,0%,-2%,1%,-1%,0%,0%,-4%
Cc1ccc(-n2ncc3c(NCC(C)C)ncnc32)c(C)c1,-2%,2%,-17%,23%,-1%,0%,4%
COc1cccc(Nc2nc3cc(C)ccc3nc2NS(=O)(=O)c2ccc(Cl)cc2)c1,-3%,-6%,10%,-9%,0%,1%,14%
O=S(=O)(NCc1csc(-c2ccccc2)n1)c1cccc(F)c1,-9%,-10%,3%,-17%,4%,-3%,16%
O=S(=O)(c1ccc(Br)cc1)c1nnn2c1nc(NCCc1ccccc1)c1sccc12,0%,-20%,-9%,8%,-5%,4%,16%
Cc1ccc(C)c(NS(=O)(=O)c2ccc3oc(=O)c4ncn(C)c4c3c2)c1,3%,.,?,?,0%,1%,.
CCOC(=O)Cn1c(=O)oc2cc(S(=O)(=O)Nc3cc(OC)cc(OC)c3)ccc21,-2%,-41%,-5%,-21%,0%,0%,24%
CCOc1ccc(CCNC(=O)CCn2c(=O)c3cccn3c3ccc(F)cc32)cc1,0%,1%,-4%,84%[activator],3%,0%,-4%
COc1ccc(C(=O)CC2(O)C(=O)N(Cc3ccccc3Cl)c3ccccc32)cc1 (stereo not drawn),-1%,-30%,26%,9%,2%,0%,-1%
CNC(=O)C1CCC(Cn2c(=O)c3sccc3n(CC(=O)NCc3ccc(C)cc3)c2=O)CC1 (stereo not drawn),1%,-22%,10%,-5%,-2%,0%,-18%
COc1ccccc1C(=O)Nc1ccccc1C(=O)OCc1cc(=O)n2c(C)csc2n1,1%,-21%,-4%,0%,3%,0%,-3%
CC1CCC(Nc2nc3c(-c4ccc(Cl)cc4)nnn3c3ccccc23)CC1 (stereo not drawn),-5%,-2%,?,-16%,5%,1%,-10%
N#C/C(=C\c1ccccc1F)c1nc2ccccc2c(=O)[nH]1,-2%,-5%,-2%,19%,-16%,1%,?
COc1ccc(N2CCN(S(=O)(=O)CCNC(=O)c3ccc(OC(C)C)cc3)CC2)cc1,1%,-6%,-3%,-22%,-2%,0%,9%
CCC(C)NC(=O)c1ccc2c(c1)N(Cc1ccccc1)C(=O)c1ccccc1S2 (stereo not drawn),-2%,-22%,5%,10%,-1%,3%,-1%
COc1cccc(CSc2nc3n(n2)C(CC(C)C)C(C(=O)Nc2ccccc2OC)=C(C)N3)c1 (stereo not drawn),-5%,2%,-1%,-3%,2%,-2%,4%
Cc1cc(Cl)ccc1OCC(=O)N1CCC(c2nc3ccccc3o2)CC1,14%,-19%,9%,-18%,6%,-3%,-9%
Cc1ccc(C)c(Cn2c(=O)n(Cc3ccc4c(c3)OCO4)c(=O)c3oc4ccccc4c32)c1,0%,6%,-4%,-16%,4%,-1%,7%

# In another format: entries from further up.
SMILES	PTAP-TSG101 blk	FH mod	p53null 32C kill	p53null 39C kill	GALK inh	B2AR arrestin ag	NTMT1 inh
Cc1ccc2oc(=O)c3cc(C(=O)NCCCOC(C)C)sc3c2c1	1%	-7%	-3%	-18%	0%	1%	-3%
Cc1ccc(NC(=O)CCc2c(C)nn(-c3ccc(N4CCOCC4)nn3)c2C)c(C)c1	2%	-16%	-7%	?	1%	0%	-12%
CCOc1ccc(C2CC(=O)c3c([nH]c(C(=O)OC4CCCCCC4)c3C)C2)cc1 (stereo not drawn)	-1%	7%	1%	-22%	1%	1%	10%
Nc1c(C(=O)Nc2ccccc2Cl)c2ccccn2c1C(=O)c1ccccc1	0%	35%	2%	8%	8%	-2%	-6%
COc1cc(Cl)c(C)cc1Nc1nc2ccccc2n2cnnc12	0%	-2%	1%	-1%	0%	0%	-4%
Cc1ccc(-n2ncc3c(NCC(C)C)ncnc32)c(C)c1	-2%	2%	-17%	23%	-1%	0%	4%
COc1cccc(Nc2nc3cc(C)ccc3nc2NS(=O)(=O)c2ccc(Cl)cc2)c1	-3%	-6%	10%	-9%	0%	1%	14%
O=S(=O)(NCc1csc(-c2ccccc2)n1)c1cccc(F)c1	-9%	-10%	3%	-17%	4%	-3%	16%
O=S(=O)(c1ccc(Br)cc1)c1nnn2c1nc(NCCc1ccccc1)c1sccc12	0%	-20%	-9%	8%	-5%	4%	16%
Cc1ccc(C)c(NS(=O)(=O)c2ccc3oc(=O)c4ncn(C)c4c3c2)c1	3%	.	?	?	0%	1%	.
CCOC(=O)Cn1c(=O)oc2cc(S(=O)(=O)Nc3cc(OC)cc(OC)c3)ccc21	-2%	-41%	-5%	-21%	0%	0%	24%
CCOc1ccc(CCNC(=O)CCn2c(=O)c3cccn3c3ccc(F)cc32)cc1	0%	1%	-4%	84%[activator]	3%	0%	-4%
COc1ccc(C(=O)CC2(O)C(=O)N(Cc3ccccc3Cl)c3ccccc32)cc1 (stereo not drawn)	-1%	-30%	26%	9%	2%	0%	-1%

# Next section
SMILES,PTAP-TSG101 blk,FH mod,p53null 32C kill,p53null 39C kill,GALK inh,B2AR arrestin ag,NTMT1 inh
COCc1cc(C)nc2c1C(=O)NC(c1ccc(NC(C)=O)cc1)N2Cc1ccccc1 (stereo not drawn),-5%,-14%,31%[activator],-11%,0%,0%,-5%
CCOC(=O)c1ccccc1NC(=O)Cn1c(=O)n(Cc2ccc(C(=O)NCc3ccc4c(c3)OCO4)cc2)c(=O)c2ccccc21,-2%,2%,7%,0%,-3%,-2%,-6%
COc1ccc(-n2cc(C(=O)Nc3ccccc3C#N)c3ccccc3c2=O)cc1,3%,-14%,5%,60%[activator],0%,0%,-5%
COc1cccc(C(=O)Nc2ccc3nc(SCC(=O)N4CCOCC4)sc3c2)c1,-1%,6%,?,?,-1%,-4%,13%
O=C(CCn1c(=O)c2cccn2c2cccnc21)Nc1ccccc1Br,10%,5%,1%,-17%,1%,0%,-12%
Cc1ccc(CSC2=NC(C)(C)Nc3ccccc32)c(C)c1,-3%,-25%,-5%,15%,1%,0%,?
CCOc1ccc(-n2nc(CO)c(C(=O)NCC(c3ccccc3)c3ccccc3)n2)cc1,-4%,8%,-7%,6%,7%,-1%,14%
COc1ccc(Cl)cc1NC(=O)CSc1ccc2nnc(CCNS(=O)(=O)c3ccccc3)n2n1,0%,-11%,-6%,-23%,-8%,-1%,9%
CCOc1ccc(NC(=O)Cn2cc(C(=O)c3ccccc3)c(=O)c3cc4c(cc32)OCO4)cc1,0%,0%,8%,-5%,-3%,1%,?
CCc1ccccc1NC(=O)c1sc(-n2nc(C)c(Cc3ccc4c(c3)OCO4)c2C)nc1C,1%,-22%,-2%,-27%,-2%,-4%,2%
CCn1c(=O)cc(OCC(=O)N2CCN(c3cccc(C)c3C)CC2)c2ccccc21,0%,-12%,9%,22%,-1%,-2%,?
Cc1nn(S(=O)(=O)c2ccc(C(C)C)cc2)c(C)c1S(=O)(=O)N1CCCCC1,-4%,1%,8%,-2%,-1%,1%,8%
CCOC(=O)c1c(C)[nH]c(C)c1S(=O)(=O)NCC(=O)N1CCN(c2cc(Cl)ccc2C)CC1,-1%,-27%,27%,24%,0%,0%,6%
Cc1ccc(Cl)cc1NC(=O)CCCn1c(=O)c2cccn2c2ccccc21,-2%,-6%,-21%,-25%,-3%,0%,4%
CC(=O)Nc1nnc(SCc2cc(=O)c3cccc(C)c3[nH]2)s1,-3%,-22%,3%,-5%,-1%,-1%,?
CC(C)(C)C1CCc2nc(NC(=O)Cc3ccccc3)sc2C1 (stereo not drawn),0%,?,-10%,-13%,2%,1%,?
COc1ccc(-c2nc3scc(CCNS(=O)(=O)c4ccc(C)cc4)n3n2)cc1,-2%,-20%,-6%,0%,-1%,-2%,-2%
Cc1ccc(S(=O)(=O)c2cc3cc(C(=O)Nc4ccc(C)cc4C)ccc3oc2=O)cc1,2%,-9%,0%,3%,0%,1%,-2%
Cc1ccc(CN2CCC(CNc3ncnc4onc(-c5ccc(F)cc5)c34)CC2)cc1,0%,-20%,-8%,-13%,-2%,-1%,79µM*
CCCCCCc1c(C)c2c(cc(C)c3c(C)c(C)oc32)oc1=O,-14%,-14%,0%,23%,3%,0%,16%
CCc1ccccc1Nc1nn2c(=O)c3ccc(C(=O)NCc4cccs4)cc3nc2s1,-2%,-1%,-14%,-2%,-1%,-2%,-3%
COc1ccccc1NC(=O)C1=C(C)Nc2nc(SCc3ccc(Cl)cc3)nn2C1c1ccccc1Cl (stereo not drawn),-2%,-25%,5%,1%,-3%,0%,19%
Cc1ccc(C(=O)Nc2nc(-c3nnn(-c4cccc(Cl)c4C)c3C)ns2)cc1C,0%,5%,-3%,-22%,0%,1%,11%
COc1ccc(Nc2nc3ccc(Cl)cc3nc2-n2nc(C)cc2C)cc1,-2%,5%,?,12%,3%,-1%,14%
Cc1cc(OCC(=O)Nc2cnn(CCCC(=O)O)c2)ccc1Cl,-4%,-6%,4%,-25%,-4%,6%,?
Cc1ccc(-n2ncc(C(=O)NCc3cccs3)c2C2CCN(C(=O)OC(C)(C)C)CC2)cc1C,-3%,-39%,39%[activator],73%[activator],-3%,-1%,?
CCc1ccc(NC(=O)N2CC=C(c3c[nH]c4ccccc34)CC2)cc1,-4%,-13%,-11%,-11%,1%,0%,-1%
COc1cccc(NC(=O)c2sc3nc(C)c(C(=O)Nc4ccc(Cl)cc4)c(-c4ccc(Br)cc4)c3c2N)c1,-7%,-11%,-4%,7%,-2%,1%,20%
